hcGAS inh: human cGAS inhibition. Q8N884. inhibition, % at 12.5 µM. recombinant h-cGAS, ATP depletion, Kinase-Glo luminescence. 0.081% of 290,000 active;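 also: 0% = vehicle reaction and 100% = reaction without DNA for no activity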
Target sequence (Q8N884 whole entry, looked up): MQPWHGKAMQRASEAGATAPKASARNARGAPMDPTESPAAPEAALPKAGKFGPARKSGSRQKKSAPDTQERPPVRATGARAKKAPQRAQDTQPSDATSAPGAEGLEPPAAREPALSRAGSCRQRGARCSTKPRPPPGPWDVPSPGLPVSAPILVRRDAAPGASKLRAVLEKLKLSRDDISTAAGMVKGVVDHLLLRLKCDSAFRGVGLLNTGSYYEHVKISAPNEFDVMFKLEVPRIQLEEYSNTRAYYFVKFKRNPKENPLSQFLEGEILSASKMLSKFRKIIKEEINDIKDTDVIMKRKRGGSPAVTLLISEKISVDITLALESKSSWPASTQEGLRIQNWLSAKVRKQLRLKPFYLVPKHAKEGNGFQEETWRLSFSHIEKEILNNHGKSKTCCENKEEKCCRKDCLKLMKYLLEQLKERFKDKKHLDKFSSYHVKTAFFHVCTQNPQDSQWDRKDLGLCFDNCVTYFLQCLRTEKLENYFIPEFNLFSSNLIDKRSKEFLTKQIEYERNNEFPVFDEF
NPYLR7 ag: activates Aedes aegypti NPYLR7 receptor; 0.15% of 270,000 active; activation, % at 10 µM; HEK293T NPYLR7/Galpha15, GCaMP6s calcium fluorescence; AID 1259423; in the data active = activation above about 40%;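 also: 0% = vehicle and 100% = reference agonist at the receptor; some compounds past the cut are filed as inactive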
mcGAS inh: blocks mouse cGAS activity; Q8C6L5; recombinant cGAS, Kinase-Glo ATP depletion luminescence; inhibition, % at 12.5 µM; 0.15% of 160,000 active; AID 1259399;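 also: 0% = negative control wells and 100% = reference inhibitor with no enzyme activity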
* hit, by the source's call; · = not tested or not shown; & = joins results of further samples. Rule as the data show it, unless noted: active = inhibition above about 40%; inactive = the rest. Hits appear at their usual frequency; any-hit rate near 0.27%.

Structure | NPYLR7 ag | hcGAS inh | mcGAS inh
COCCN(CC(=O)N(CCc1c[nH]c2ccccc12)Cc1ccc(OC)c(OC)c1)C(=O)c1ccc2c(c1)OCO2 | 19 | -11 | -6
Cc1noc(C)c1CN1CCN(C(=O)c2cnn(-c3ccccc3)n2)CC1 | -2 | -5 | ·
COc1ccc(-c2nc(C)c(C(=O)NC3(C)CCS(=O)(=O)C3)s2)cc1OC (stereo not drawn) | 5 | -6 | ·
CCCCOc1ccc(C(=O)Nc2ccc3c(c2)N(CCC)C(=O)C(C)(C)CO3)cc1 | 17 | 6 | ·
CCOC(=O)C1(C#N)C(C=Cc2ccccc2)C(OC)(OC)C1(OC)OC (stereo not drawn) | -7 | 7 | ·
CCOC(=O)[C@@H](N)Cc1ccc(O)c(O)c1 | -13 | -2 | ·
COc1ccc(NCN2C(=O)c3ccccc3C2=O)cc1 | -9&-2 | -3&-6 | -6
COc1ccc(CCOC(=O)C2CCCCN2C(=O)[C@@H](Cc2ccccc2)NC(=O)OCc2ccccc2)cc1OC (stereo partly drawn) | -7 | -5 | -7
COc1cc(NS(=O)(=O)c2c(C)cc(C)cc2C)cc(OC)c1OC | 1 | -5 | -10
CC(Sc1ccccc1Cl)C(=O)NCCC(=O)N1CCCCC1 (stereo not drawn) | 2 | -7 | ·
CC(C)N(CCSc1ccc(NC(=O)c2cccs2)nn1)C(C)C | 12 | -5 | ·
COCCN(CC(=O)N(CCc1c[nH]c2ccccc12)Cc1ccc(OC)cc1)C(=O)Cc1ccc(F)cc1 | 1 | -4 | -4
c1ccc(CN2CCC(Cn3ccnc3C3CC3)C2)cc1 (stereo not drawn) | 30 | -4 | ·
N#CC1(c2ccccc2)CCN(C(=O)C2CC=CCC2C(=O)Nc2cccc3c2CCCC3)CC1 (stereo not drawn) | -7 | -9 | -5
O=C(NCc1nc2c(cnn2-c2ccccc2)c(=O)[nH]1)C1CCCO1 (stereo not drawn) | -2 | -1 | ·
Cc1cc(/C=C/C#N)cc(C)c1Nc1ccnc(Nc2ccc(C#N)cc2)n1 | -4 | -1 | -2
O=C(c1ccccc1N1CCOCC1)N1CCC(c2cccc(O)c2)CC1 | 15 | -3 | ·
C=C(C)Cn1c(C2CC(=O)N(c3ccccc3OC)C2)nc2ccccc21 (stereo not drawn) | 2 | -2 | ·
CN(Cc1cc(-c2ccccc2)no1)C(=O)c1cn2c(n1)CNCC2 | 33 | 2 | ·
CCOC(=O)C1=C(C)NC(=O)NC1C (stereo not drawn) | 0 | 11 | ·
Cn1nc(-c2cccnc2)c2c1NC(=O)CC2c1ccnn1-c1ccccc1 (stereo not drawn) | 3 | -5 | ·
CCCCn1cc(S(=O)(=O)c2ccc(OC)cc2)c(=O)c2cc(F)c(N3CCOCC3)cc21 | -8 | 0 | -5
CCC(C)NC(=O)c1ccc(COc2ccc3c(C)cc(=O)oc3c2)cc1 (stereo not drawn) | 7 | -4 | -8
Cc1c(Cl)cccc1-n1ccnc1S(=O)(=O)CC(N)=O | 7 | -7 | ·
Cc1ccc(CSc2ncnc3c2nnn3Cc2ccccc2)cc1 | 2 | 0 | 2

Reprinted from the part before: four compounds, then new ones.
Structure | NPYLR7 ag | hcGAS inh | mcGAS inh
CCCCn1cc(S(=O)(=O)c2ccc(OC)cc2)c(=O)c2cc(F)c(N3CCOCC3)cc21 | -8 | 0 | -5
CCC(C)NC(=O)c1ccc(COc2ccc3c(C)cc(=O)oc3c2)cc1 (stereo not drawn) | 7 | -4 | -8
Cc1c(Cl)cccc1-n1ccnc1S(=O)(=O)CC(N)=O | 7 | -7 | ·
Cc1ccc(CSc2ncnc3c2nnn3Cc2ccccc2)cc1 | 2 | 0 | 2
CN(CCOC(=O)Cc1cccs1)C1=NS(=O)(=O)c2ccccc21 | -2 | -7 | -7
CCCCOP(=O)(CC(=O)OC)CC(=O)OC | -8 | -8 | ·
O=C(NC[C@@H]1CCNC[C@H]1O)c1ccc2c(c1)CCO2 | -4 | -6 | ·
CC(=O)N1CCN(CC(=O)Nc2cc(C(F)(F)F)ccc2-n2cncn2)CC1 | 10 | -8 | ·
COc1ccc(C(=O)NC2CCN(c3ccccc3C(=O)N3CCCC3)CC2)cc1 | 3 | 1 | -4
Cc1nc(N2CCC(C(=O)NCC3CCCO3)CC2)cc(C(F)(F)F)n1 (stereo not drawn) | · | -12 | -6
CN1C(=O)COCc2c(-c3cc4ccccc4o3)cccc21 | 12 | -3 | ·
O=S(=O)(NCCc1nnc2ccc(SCc3ccccc3Cl)nn12)c1ccccc1 | -3 | -4 | -6
CS(=O)(=O)N1CCCC(C(=O)NCCc2nccn2Cc2ccccc2)C1 (stereo not drawn) | 9 | -8 | ·
Cn1c(=NN=C2CCC(C(C)(C)C)CC2)sc2ccccc21 (stereo not drawn) | 2 | -3 | ·
CCOC(=O)NNC(=S)NC | 9 | 4 | -4
Cc1cc(OCC2CN(C(=O)c3ccc(C#N)cc3F)CCO2)ccc1Cl (stereo not drawn) | 5 | 3 | 1
O=C(Nc1ccc(Oc2ccc(Cl)c3cccnc23)c(Cl)c1)c1ccccc1 | 5 | 4 | -9
COC(=O)C1=C(O)/C(=C\c2cccc(O)c2)SC1=Nc1cccc([N+](=O)[O-])c1 | -5 | -4 | -4
CC1CC(C)CN(S(=O)(=O)c2ccc(C(=O)NCC(c3cccs3)N(C)C)cc2)C1 (stereo not drawn) | -1 | -12 | ·
O=C(/C=C/c1ccccn1)N1CCCC(N2CCN(Cc3ccc4c(c3)OCO4)CC2)C1 (stereo not drawn) | 3&-3 | -8&-8 | ·
O=c1c(-c2nc3ccccc3s2)coc2cc(O)ccc12 | 7 | -5 | -14
Cc1ccc(C(=O)Nc2ccc(CN3CCN(C)CC3)c(C(F)(F)F)c2)cc1C#Cc1cnc2cccnn12 | 1 | -3 | -7
O=C(c1ccc(OCc2cscn2)cc1)N1CCN(CCO)CC1 | 8 | -7 | -17
N#CC(C(=O)C12CC3CC(CC(Cl)(C3)C1)C2)c1ccccn1 (stereo not drawn) | 7 | -6 | ·
CCn1nccc1NC(=O)c1cc(Br)ccc1I | -4 | 4 | ·
CCOCCN1CCN(C(C)C(=O)Nc2ncccn2)CC1C (stereo not drawn) | 5 | -10 | ·
Cc1ccccc1NC(=O)c1cc(S(=O)(=O)Nc2ccccc2)ccc1Cl | 2 | 1 | -9
O=C(NC1CCN(c2ncccn2)CC1)c1ccc(Cl)s1 | 0 | -3 | ·
O=C(CN1CCC(C(F)(F)F)(C(F)(F)F)C1)N1CCOCC1 | 3 | -8 | ·

Structure | NPYLR7 ag | hcGAS inh | mcGAS inh
CC1=CC(=C(C#N)C#N)C=C(C)N1c1ccc(I)cc1 | 19 | -6 | ·
Cc1cnc(CN(C)C(=O)CCC(=O)NC2CCCC2)[nH]1 | -18 | -3 | 1
Cc1ccc(-n2c(SCC(=O)N3CCc4ccccc43)nc3c(c2=O)SCC3)cc1 | 0 | -8 | ·
N#Cc1cccc(C(=O)N2CCN(c3nccc(-c4cccs4)n3)CC2)c1 | 22 | -4 | -7
COCc1[nH]n(-c2ccc(Cl)c(Cl)c2)c(=O)c1C1=C(N2CCN(C)CC2)C(=O)N(Cc2ccco2)C1=O | 3 | -6 | -8
COCCCN1C(=O)CC[C@H]2CN(CC3CCC(N)CC3)CC[C@H]21 (stereo partly drawn) | · | -9 | -7
Cc1ccc(C)c(C=CC(=O)c2ccc(O)cc2)c1 | 13 | -5 | -4
COc1nc(-c2ccc(C(F)(F)F)cc2)n(-c2ccc(NC(=O)c3cccs3)cc2)n1 | 3 | 4 | 0
O=C(c1ccc(Nc2nc(-c3ccccc3)c3cc(Cl)ccc3n2)cc1)N1N=C(c2ccc(Br)cc2)CC1c1ccc(F)cc1 (stereo not drawn) | 10 | -7 | -8
Cc1cc(NCC(C)C)n2nc(C)c(-c3ccccc3Cl)c2n1 | -4 | 3 | -6
CCCCC(=O)N1CCN(c2cc(Cl)nc(SCC(=O)NCc3ccncc3)n2)CC1C (stereo not drawn) | -2 | -3 | -6
Cn1cccc1C(=O)Nc1cccc(CN2CCCC2=O)c1 | 1 | -21 | ·
Cn1cc(Br)c(C(=O)n2cc(Br)cn2)n1 | 7 | -4 | -5
CN1CCN(Cc2nc3c(c(=O)n(C)c(=O)n3C)n2Cc2ccc(F)cc2)CC1 | 4 | 1 | -5
CCOC(=O)c1nc2ccccc2nc1N1CCCN(C(=O)c2cccs2)CC1 | 3 | -7 | -3
CCCN1CCN(Cn2nccc2-c2ccncc2)CC1 | 2 | -4 | ·
Cc1cc(O)c(CN2CCN(C)CC2)c2c1C(=O)/C(=C/c1ccncc1)O2 | 26 | -3 | -2
Cc1ccccc1C(=O)N[C@@H]1CCCCC1NC(=O)C1CCCN(S(=O)(=O)/C=C/c2ccccc2)C1 (stereo partly drawn) | 0 | -7 | -5
COc1ccc(-c2cnc(-c3cccc(CNC(=O)c4cc(F)ccc4F)c3)[nH]2)cc1 | 2 | -4 | -5
Cc1cc(C)cc(C(=O)NC(=S)c2c(C)nc3sccn23)c1 | 1 | -5 | ·
c1ccc(-c2nc(Cc3nc(C4CC4)n[nH]3)cs2)cc1 | 13 | -6 | ·
Cc1ncc([N+](=O)[O-])n1S(=O)(=O)c1ccc(F)cc1 | 13 | -6 | -4
CC(C)(C)c1cc(NC(=O)CN(Cc2ccco2)C(=O)C2C[C@H]2c2ccccc2)n(-c2ccc(Cl)c(Cl)c2)n1 (stereo partly drawn) | -8 | 0 | -3
Cc1ccc(OCCN2CCC2(C)C(=O)Nc2ccccc2F)cc1 (stereo not drawn) | 7 | -3 | ·
CN(C)c1nc(-c2ccccc2)c(/C=N\NC(N)=S)c(=O)o1 | -3 | 4 | ·

Structure | NPYLR7 ag | hcGAS inh | mcGAS inh
COC(=O)C1CCN(C(=O)CN(C2CC2)C2CCc3ccccc32)CC1 (stereo not drawn) | -7 | -8 | -13
Cc1nc(C)n(CC(O)COc2ccc(-c3ccccc3)cc2)n1 (stereo not drawn) | -6 | 2 | -5
CCC1SC(c2ccc(OC)c(OC)c2)N(CCNC)C1=O (stereo not drawn) | 0 | 0 | -3
COc1ccc(N2C(=O)CSC2c2cccc(NC(=O)c3ccc(Cl)c([N+](=O)[O-])c3)c2)cc1 (stereo not drawn) | -10 | 0 | 1
CCOC(=O)N1CCN(C(=O)c2cn(C)cc3c(=O)n(-c4ccccc4)nc2-3)CC1 | 6 | -2 | -2
CCOc1cccc(C(=O)Nc2nnc(-c3ccco3)s2)c1 | -4 | -3 | 0
COc1ccccc1N1CCN(c2cc(Oc3ccc(F)cc3C)ncn2)CC1 | 3 | -4 | -4
CCc1nc2oc3cc(OC)ccc3c(=O)c2c(=O)n1-c1ccc(C)cc1 | 4 | -4 | ·
CCc1nn(CCCC(=O)NC(C)CCc2ccco2)c(=O)c2cc3occc3n12 (stereo not drawn) | 4 | -4 | -3
CCN(CC)C(=O)Oc1ccc2c(ccn2Cc2cccc(OC)c2)c1-c1ccc(OC)cc1 | 5 | 1 | 0
Clc1ccc(-c2noc(CCC3CCCCC3)n2)cc1 | -2 | -3 | -5
CC(=O)OC(C(=O)N(Cc1ccco1)Cc1nc2cc(Cl)ccc2o1)c1ccccc1 (stereo not drawn) | 0 | 1 | 0
COCCCN(CC(=O)N(Cc1ccc(F)cc1)Cc1sccc1C)C(=O)C(Cl)c1ccccc1 (stereo not drawn) | -10 | -14 | -4
O=C(NCC(c1ccc(F)cc1)N1CCOCC1)N1CCN(Cc2ccc(Cl)cc2)CC1 (stereo not drawn) | -7 | -16 | ·
CCOC(=O)C1CCN(C(=O)c2nn(-c3cccc(C)c3)c(=O)n(Cc3cccc(Cl)c3)c2=O)CC1 | · | -3 | -4
CNc1nc(-c2ccc(N(C)S(C)(=O)=O)cc2)cs1 | 3 | -6 | -16
CC(C)(C)C(NCn1nc2ccccn2c1=S)c1cccs1 (stereo not drawn) | 8 | -4 | -7
Cc1ccc(OC2CCN(Cc3ccncc3)CC2)c(C(=O)N2CCSCC2)c1 | 6 | -8 | ·
Cc1cc(C)[n+](Cc2ccccc2)o1 | -2 | 5 | ·
CC(C)c1cc(C2CCN(C(=O)Cc3c[nH]c4ccccc34)CC2)[nH]n1 | 3 | -6 | ·
Cn1nnnc1SCC(=O)N1CCNC1=O | 3 | -9 | -7
COc1ccc(C(=O)NC2CCC(NC(=O)[C@H]3CCCN3C(=O)c3cccc(Cl)c3)CC2)cc1 (stereo partly drawn) | 15 | -5 | -6
CC(=O)O[C@@H](C)C(=O)Nc1cccc(-c2cccc(-c3ccc(F)cc3)n2)c1 | -2 | -2 | -5
COCCN1CCOC[C@H]2CCN(C(=O)C(C)C)C[C@H]21 | · | 5 | 1
COc1ccc(CNC(=O)c2sc(=O)n(Cc3ccc(-c4ccccc4)cc3)c2C)cc1OC | 8 | -6 | ·

Structures shown so far that have a tert-butyl group, in the order listed:
Structure | NPYLR7 ag | hcGAS inh | mcGAS inh
Cn1c(=NN=C2CCC(C(C)(C)C)CC2)sc2ccccc21 (stereo not drawn) | 2 | -3 | ·
CC(C)(C)c1cc(NC(=O)CN(Cc2ccco2)C(=O)C2C[C@H]2c2ccccc2)n(-c2ccc(Cl)c(Cl)c2)n1 (stereo partly drawn) | -8 | 0 | -3
CC(C)(C)C(NCn1nc2ccccn2c1=S)c1cccs1 (stereo not drawn) | 8 | -4 | -7

(next part)
Structure | NPYLR7 ag | hcGAS inh | mcGAS inh
Cc1ccc(-c2nn3c(=O)c(C)nnc3s2)cc1 | 23 | -11 | -3
O=C(CSc1ncccn1)NCC1Cc2cc(-c3ccsc3)cc(Cl)c2O1 (stereo not drawn) | 25 | -7 | -9
C#CCNC(=O)CNC(c1ccc(F)cc1)c1ccc(OC)cc1 (stereo not drawn) | 7 | -9 | ·
CCN(CC)c1ccc2cc(C(N)=O)c(=Nc3cccc(C(C)=O)c3)oc2c1 | -5 | 7 | 3
O=C(c1ccc([N+](=O)[O-])cc1)N1CCCN(c2nc(Cc3ccccc3)nc3onc(-c4ccccc4)c23)CC1 | 22 | -7 | -4
C/C(=C/C(=O)N(C)C1(C#N)CCC1)C12CC3CC(CC(C3)C1)C2 | 0 | -10 | -17

Assay outcomes: PubChem, Fisher Drug Discovery Resource Center
